Vif-APOBEC3G blk: inhibitors of Vif-APOBEC3G interaction. actives 0.076% (n = 410,000). Potency, µM (doses to about 46.1 µM), for the others: at the highest dose activity, negative = active, usual class: inhibitors. HeLa A3G-eYFP + Vif (tagged APOBEC3G with the HIV-1 protein that degrades it), YFP fluorescence, overnight. AID 602310;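 note: potency is the fitted concentration of half-maximal effect; % is set by controls: 0 for no effect and ±100 for the full control effect; nearly all actives have a fitted effect of over 60% in size; hits raise eYFP signal because A3G escapes Vif-driven loss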
Target sequence (Q9HC16 whole entry, looked up): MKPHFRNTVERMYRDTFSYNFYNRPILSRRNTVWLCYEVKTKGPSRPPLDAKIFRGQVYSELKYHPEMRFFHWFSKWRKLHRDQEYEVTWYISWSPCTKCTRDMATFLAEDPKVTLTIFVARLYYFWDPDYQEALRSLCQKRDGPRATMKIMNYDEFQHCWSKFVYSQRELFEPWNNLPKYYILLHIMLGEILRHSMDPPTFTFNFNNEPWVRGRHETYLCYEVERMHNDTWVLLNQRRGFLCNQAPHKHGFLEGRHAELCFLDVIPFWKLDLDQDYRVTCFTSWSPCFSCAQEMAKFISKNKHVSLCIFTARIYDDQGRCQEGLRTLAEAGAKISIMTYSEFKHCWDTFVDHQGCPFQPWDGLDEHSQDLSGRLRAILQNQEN
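Read-out is eYFP fluorescence (Ex 488/Em 500-530) from Vif-expressing HeLa A3G-eYFP cells; more signal means A3G escaped Vif-mediated degradation. Cells plated overnight, compound pinned in, incubated overnight at 37 deg C.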
D1 potentiator: potentiators of human D1 dopamine receptor. P21728. HEK293 TREx D1 cells, calcium flux, dopamine EC20 potentiation. potentiation, % at 10 µM. actives 0.036% (n = 360,000); in the data active = potentiation above about 30%; note: 0% is about no effect
RXFP1 ag: agonists of human relaxin receptor RXFP1. Q9HBX9. HEK293T-RXFP1 cAMP TR-FRET, 30 min; response scale: percent of porcine relaxin response, buffer zero. Potency, µM (titrated, usually from 57.5 µM), inactives show at the top dose activation, most hits filed as activators. actives 0.3% (n = 370,000). AID 2676; note: potency is the fitted concentration of half-maximal effect; % is set by controls: 0 for no effect and ±100 for the full control effect; nearly all actives have a fitted effect of over 60% in size; many of its hits are not listed in these tables
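cAMP rise read by TR-FRET after 30 min, 37C compound exposure (up to 58 uM) in RXFP1-transfected HEK293 cells with Ro 20174 present. EC50 from Hill-equation fits, with 29 nM porcine relaxin as 100% and buffer as basal.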
D1 agonist: agonists of human D1 dopamine receptor | P21728 | HEK293 T-REx D1 cells, calcium flux, agonist mode | activation, % at 2 µM | actives 1% (n = 360,000); in the data active = activation above about 30%; note: 0% is about no effect
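Agonism was scored from calcium flux recorded over 180 s (1 read/s) after pintool compound addition, following a 10-cycle baseline. Cells were inducible force-coupled HEK293 TREx D1, plated overnight at 30 C and loaded with no-wash calcium dye.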
Vif-APOBEC3F blk: Vif-A3F binding inhibition; HeLa A3F-eYFP + Vif (tagged APOBEC3F with the HIV-1 protein that degrades it), YFP fluorescence increase; Potency, µM (titrated, usually from 46.1 µM), for the others: at the top dose activity, negative = active; actives 0.2% (n = 390,000); AID 602313; note: potency is the fitted concentration of half-maximal effect; % of control where 0% means no effect; nearly all actives have a fitted effect of over 65% in size
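Fluorescence increase (Ex 488/Em 500-530) after overnight compound treatment at 37 deg C flags inhibition of Vif-driven A3F-eYFP loss in stable HeLa A3F-eYFP/Vif cells seeded overnight beforehand.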
RXFP1 antagonist: RXFP1 (human) relaxin receptor antagonism | activity change, negative = inhibition, % at 57.5 µM | Q9HBX9 | actives 0.59% (n = 350,000) | HEK293-RXFP1, relaxin-stimulated cAMP HTRF, 30 min; active compounds read low;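 active = activity change of -60% or lower, but not beyond a set lower limit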; note: % is set by controls: 0 for no effect and ±100 for the full control effect
D2 PAM: positively modulates the human D2 dopamine receptor allosterically | P14416 | HEK293 T-REx D2, calcium flux, EC20 dopamine potentiation | potentiation, % at 10 µM | actives 0.34% (n = 340,000) | AID 485347;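 active = potentiation over 3 SD above the plate norm, cut at about 30% in these data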; note: 0% is about no effect
Target sequence (P14416 whole entry, looked up): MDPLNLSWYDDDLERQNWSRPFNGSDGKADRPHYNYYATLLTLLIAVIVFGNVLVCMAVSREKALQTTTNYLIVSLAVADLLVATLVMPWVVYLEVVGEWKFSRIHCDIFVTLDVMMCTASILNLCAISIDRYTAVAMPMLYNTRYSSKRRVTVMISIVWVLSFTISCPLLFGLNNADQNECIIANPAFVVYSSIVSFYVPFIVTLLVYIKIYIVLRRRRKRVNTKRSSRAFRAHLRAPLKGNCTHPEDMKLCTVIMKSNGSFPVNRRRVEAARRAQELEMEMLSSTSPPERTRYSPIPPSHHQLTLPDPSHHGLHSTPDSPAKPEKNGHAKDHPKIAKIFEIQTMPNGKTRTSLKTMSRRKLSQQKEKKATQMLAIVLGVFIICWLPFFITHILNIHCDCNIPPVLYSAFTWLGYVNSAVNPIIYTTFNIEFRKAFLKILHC
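Cells plated with tetracycline inducer and held overnight at 30 C; calcium dye loaded 30–90 min at room temperature; baseline taken, compound added and read 180 s; EC20 dopamine then added and read 180 s.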
D1 antagonist: antagonists of human D1 dopamine receptor; P21728; HEK293 TREx D1 cells, calcium flux, dopamine EC80; active compounds read low; activity change, negative = inhibition, % at 10 µM; actives 3.2% (n = 360,000); AID 504652; in the data active = activity change below about -30%; note: % is set by controls: 0 for no effect and ±100 for the full control effect
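Tetracycline-induced HEK293 Trex D1 cells, force-coupled to calcium, dye-loaded; compounds added and read 180 s, then EC80 dopamine added and calcium flux tracked kinetically another 180 s.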
Glioma ERSR ind: inducers of ER stress response in human glioma cells | U87-MG GRP78 promoter luciferase reporter, 16 h | actives 0.02% (n = 420,000) | AID 602332 | Potency, µM, inactives show at the highest dose activation, hits mostly activators; note: potency is the fitted concentration of half-maximal effect; series mostly up to about 76 µM; % of control where 0% means no effect; nearly all actives have a fitted effect of over 35% in size
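Stably transfected U87-MG human glioma cells carrying a GRP78-based luminescent sensor were seeded at 1000 cells/well, pin-dosed with compounds and incubated 16 h. Luciferase reagent was then added, and end-point luminescence was read after 10 min at room temperature.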
An asterisk follows results filed as active; nt = not tested or not shown. Unless noted, calls come from the whole dose curve; as a rule, active = well fitted curve in the direction sought with a large enough effect; inconclusive = small, poorly fitted or top-dose-only effect, or another doubt; inactive = no such curve, though single readings can be large; an effect the other way counts as inactive or inconclusive. A portion of the library; count on the stated rates, not on these rows.

SMILES | Vif-APOBEC3G blk | D1 potentiator | RXFP1 ag | D1 agonist | Vif-APOBEC3F blk | RXFP1 antagonist | D2 PAM | D1 antagonist | Glioma ERSR ind
O=c1[nH]c(CN2CCN(c3ccccc3O)CC2)nc2scc(-c3ccccc3Cl)c12 | -6% | 5 | -0.1% | 4 | -14% | -15 | -2 | -11 | -6%
O=C(Nc1ccccc1)c1cc(-c2ccccc2Cl)no1 | -7% | -5 | -0.9% | 7 | -12% | -25 | -33 | 1 | 1%
CCCN(CCC)S(=O)(=O)c1ccc2c(c1)N(CC(=O)NCc1ccc(F)cc1Cl)C(=O)CS2 | 0% | 2 | -1.4% | 9 | -1% | -21 | 7 | 10 | -1%
O=C(CNC(=O)c1ccc(Br)cc1)OC1CCOC1=O (stereo not drawn) | 5% | nt | nt | nt | 1% | 10 | nt | nt | -5%
C/C(=N\NC(=O)c1nnn(-c2nonc2N)c1CN1CCCCC1)c1ccccc1O | -5% | 0 | -0.1% | 5 | 9% | 1 | -4 | 1 | -5%
CN(Cc1ccco1)C(=O)Cn1ncc2c([nH]c3ccccc32)c1=O | 0% | 0 | -4.1% | 1 | 6% | -6 | 1 | -1 | -3%
C=CCn1c(C(C)NC(=O)c2cccs2)n[nH]c1=S (stereo not drawn) | 1% | -12 | -0.6% | 3 | -11% | nt | -5 | -23 | -2%
COc1ccc(NC(C)=O)cc1NC(=O)CSc1nnc(C2CCCCC2)n1N | 1% | 3 | -0.8% | 0 | -2% | 0 | 10 | 11 | -5%
Cc1ccccc1N1C(=O)c2sc3nc4c(c(=O)n3c2C1=O)CCC4 | 0% | 1 | 2.2% | 1 | -23% | 5 | 8 | 5 | -2%
O=C(CN1C(=O)CC(c2ccco2)Sc2ccccc21)Nc1ccccc1F (stereo not drawn) | -3% | -5 | -0.8% | 2 | -1% | nt | -7 | 13 | -3%
Cc1cc(C(=O)Nc2ccc(OCc3ccccc3)cc2)c(C)o1 | 1% | 4 | -4.7% | 2 | 12% | -5 | -6 | -10 | 4%
CCc1ccc(N2CC(C(=O)OCC(=O)Nc3cc(C)on3)CC2=O)cc1 (stereo not drawn) | 2% | -9 | 0.3% | 0 | nt | -10 | -4 | -5 | -1%
NCCc1nc2cccnc2n1-c1ccccc1 | 2% | 0 | -1.4% | 0 | -7% | nt | 14 | 18 | 1%
Cc1nn(CC(C)C)c(Cl)c1C(=O)NCC1CCCO1 (stereo not drawn) | 0% | nt | nt | nt | 3% | 1 | nt | nt | -4%
Cc1nc(NC(=O)c2ccccc2)sc1-c1csc(Nc2ccc(C(=O)O)cc2)n1 | -7% | -1 | 0.0% | 0 | -11% | -7 | 0 | 4 | 1%
COC(CN(C(=O)CCl)C(C(=O)NC1CCCCC1)c1ccc(C)cc1)OC (stereo not drawn) | -1% | 2 | 6.9% | 0 | -6% | nt | -5 | -1 | 0%
CCOc1cc(-c2cc(-c3ccc(OC)cc3)nc(N)c2C#N)ccc1O | -11% | -9 | -0.4% | 4 | -4% | -4 | 0 | -1 | -2%
COCc1c(C(=O)N/N=C/c2cccc3ccccc23)nnn1-c1nonc1N | 0% | -1 | -0.2% | -3 | -2% | -2 | -2 | -4 | -4%
Cc1cc([N+](=O)[O-])nn1CC(=O)N1CCOCC1 | 0% | 3 | 0.8% | 3 | -10% | -16 | 5 | -7 | -3%
NC(=O)CC(NC(=O)Cc1ccc(Br)cc1)c1ccc(N2CCC(Br)CC2)c([N+](=O)[O-])c1 (stereo not drawn) | 5% | -1 | -1.6% | 2 | 6% | nt | 5 | 15 | -9%
CN1CCc2c(sc3c2C(=O)NC(c2ccc(OC(=O)c4ccc(C(C)(C)C)cc4)cc2)N3)C1 (stereo not drawn) | -7% | 13 | 0.5% | 263* | -7% | -18 | -12 | -11 | -7%
CC(=O)Nc1ccc(SC(C)C(=O)NC(N)=O)cc1 (stereo not drawn) | -1% | 0 | 1.0% | 1 | -13% | 9 | 1 | -4 | 0%
COc1ccccc1C(=O)NNC(=O)Cc1ccccc1 | -1% | nt | 1.5% | 4 | -7% | -5 | -6 | 13 | -2%
C[C@@]12CCC=C[C@H]1[C@H](c1ccoc1)N(Cc1ccccc1)C2=O | -7% | -2 | -2.0% | 1 | 6% | nt | 4 | -18 | -2%
O=C(NCCc1ccc(F)cc1)N1CCOCC1 | 0% | -7 | 0.2% | 3 | 1% | 4 | 0 | -2 | -4%
COc1ccc(OCCSc2nnc(CC(=O)Nc3cccc(Cl)c3Cl)n2C)cc1 | 0% | -2 | 0.9% | 1 | -29% | 9 | 2 | 6 | -3%
CCc1cccc(CC)c1NC(=O)C(NS(=O)(=O)c1cccs1)c1ccccc1 (stereo not drawn) | -1% | 1 | 0.5% | 4 | -8% | 4 | 5 | 13 | -5%
Cc1cc(=O)n2nc(N3CCCC(C(=O)NCc4ccccc4)C3)sc2n1 (stereo not drawn) | -4% | -7 | 7.3% | 0 | -2% | 0 | -2 | 18 | 1%
COc1ccc2c(c1OC)C(=O)OC2Nc1ncccc1C (stereo not drawn) | -4% | -3 | -0.3% | 7 | 3% | -6 | -12 | -2 | -2%
CCCS(=O)(=O)N1CCC(C(=O)N2CCc3ccccc3C2)CC1 | 1% | -9 | 3.1% | 3 | 2% | 4 | 14 | -21 | 1%
CCOC(=O)C1CCN(C(=O)c2cccc(S(=O)(=O)N3CCCc4ccccc43)c2)CC1 | -3% | nt | nt | nt | 1% | -15 | nt | nt | -1%
CCCCN(C(=O)c1ccc2c(c1)OCO2)c1ccccc1 | -1% | 1 | 5.1% | 3 | -8% | -15 | 6 | 1 | 4%
CCCN(CC1CC1)S(=O)(=O)c1ccc(S(N)(=O)=O)cc1 | -3% | -7 | -0.8% | 5 | -2% | -20 | -3 | -22 | -3%
CCOc1ccc(S(=O)(=O)N(CC(=O)N2CCc3ccccc32)Cc2ccco2)cc1 | 5% | -6 | -0.8% | 4 | -3% | -5 | -4 | -5 | -4%
Cc1ccc(C(=O)COC(=O)CCN2C(=O)C3C4CC(C(Br)C4Br)C3C2=O)cc1 (stereo not drawn) | -1% | -2 | 0.4% | 2 | -3% | -8 | 4 | 10 | -5%
CC(C)C(=O)NC(c1cccc([N+](=O)[O-])c1)c1ccc2cccnc2c1O (stereo not drawn) | -6% | -4 | -2.0% | -3 | 8% | -16 | -3 | 2 | -6%
COc1ccc(OC)c(NC(=O)COC(=O)c2nc(Cl)ccc2Cl)c1 | 2% | -4 | 0.2% | 0 | 2% | -7 | 5 | nt | -2%
Clc1cccc(-n2ncc3c(Nc4ccc5c(c4)OCCO5)ncnc32)c1 | -2% | -3 | 5.6% | -4 | 4% | -12 | 7 | -14 | -4%
COc1ccc(CCNC(=O)c2cc3c(-c4ccc(OC)c(OC)c4)nn(C)c3s2)cc1OC | -22% | 5 | 8.7% | 0 | 0% | 2 | -4 | 1 | -3%
O=C(OCCCOC(=O)c1ccc(O)cc1)c1ccc(O)cc1 | -10% | -5 | -2.2% | 12 | -8% | -1 | 1 | -5 | 2%

An excerpt of the results above, as a working copy:
SMILES | Vif-APOBEC3G blk | D1 potentiator | RXFP1 ag | D1 agonist | Vif-APOBEC3F blk | RXFP1 antagonist | D2 PAM | D1 antagonist | Glioma ERSR ind
O=c1[nH]c(CN2CCN(c3ccccc3O)CC2)nc2scc(-c3ccccc3Cl)c12 | -6% | 5 | -0.1% | 4 | -14% | -15 | -2 | -11 | -6%
O=C(Nc1ccccc1)c1cc(-c2ccccc2Cl)no1 | -7% | -5 | -0.9% | 7 | -12% | -25 | -33 | 1 | 1%
CCCN(CCC)S(=O)(=O)c1ccc2c(c1)N(CC(=O)NCc1ccc(F)cc1Cl)C(=O)CS2 | 0% | 2 | -1.4% | 9 | -1% | -21 | 7 | 10 | -1%
O=C(CNC(=O)c1ccc(Br)cc1)OC1CCOC1=O (stereo not drawn) | 5% | nt | nt | nt | 1% | 10 | nt | nt | -5%

Other entries follow:
SMILES | Vif-APOBEC3G blk | D1 potentiator | RXFP1 ag | D1 agonist | Vif-APOBEC3F blk | RXFP1 antagonist | D2 PAM | D1 antagonist | Glioma ERSR ind
O=C(c1ccc(Cl)cc1)c1cnc(-c2ccccc2)s1 | 2% | nt | 2.5% | nt | -2% | 6 | nt | nt | 2%
CCN(c1ccccc1)c1nc2ccsc2c(=O)s1 | 0% | -2 | 2.9% | 3 | -1% | -3 | nt | -1 | 8%
CCOc1ccc(NC(=O)CCCNC(=O)Cn2cnc3sc(C)c(C)c3c2=O)cc1 | -13% | -3 | -2.1% | 2 | 1% | 3 | 15 | 3 | 2%
CCS(=O)(=O)c1ccc2oc(Nc3ccccc3Br)nc2c1 | -9% | 3 | 1.7% | 6 | 2% | -10 | 8 | 0 | 3%
COC(=O)Nc1ccc(S(=O)(=O)N(C)CC(F)(F)C(F)F)cc1 | 0% | -1 | -0.3% | 5 | 5% | 8 | 20 | -1 | -3%
CSc1nsc(SC)c1NC(=O)Nc1ccccc1C | -2% | -3 | -2.5% | 7 | 0% | 2 | 8 | -4 | 0%
CCOc1ccc2[nH]c3c(NCCN(C)C)ncnc3c2c1 | nt | 5 | 14% | 2 | nt | nt | 11 | -12 | nt
O=C1NC(=S)N/C1=C/c1ccc2ccccc2c1 | 1% | -10 | 4.5% | 5 | -7% | 8 | 1 | -1 | 2%
CC1CC(C)CN(C(=O)Cn2c(=O)n(CCCC(=O)NCc3ccco3)c(=O)c3sccc32)C1 (stereo not drawn) | 0% | nt | 2.2% | 5 | -21% | -7 | nt | 1 | 1%
CCCCN(CC)C(=O)Cc1ccccc1OC | -3% | 1 | 3.5% | 1 | -6% | 0 | 0 | -5 | -1%
CN1C(=O)c2ccccc2Sc2ccc(NC(=O)N3CCN(c4ccccc4)CC3)cc21 | 3% | 0 | -8.5% | 1 | 1% | -22 | -11 | 2 | 1%
CCOC(=O)N1CCN(Cc2nc3cc(NC(=O)c4cccs4)ccc3n2C)CC1 | 0% | 2 | -0.7% | 3 | 1% | -13 | 17 | 15 | -2%
Cc1cc(C)cc(-n2c(SCC(=O)NCC3CCCO3)nc3c([nH]c4ccccc43)c2=O)c1 (stereo not drawn) | -5% | -5 | 3.0% | 2 | 2% | nt | -7 | -4 | 0%
O=C(Nc1ccc(Br)cc1)c1cc(S(=O)(=O)Nc2ccccn2)ccc1Cl | 6% | -2 | 4.0% | 1 | -12% | 3 | 23 | -6 | -3%
COc1cc(C2C(C(=O)c3ccc(C)o3)=C(O)C(=O)N2c2cc(C)on2)cc(Br)c1O (stereo not drawn) | 1% | -1 | 3.2% | 2 | 3% | 1 | 2 | 6 | -2%
